DT40 TDP1 CPT: qHTS for Inhibitors of human tyrosyl-DNA phosphodiesterase 1 (TDP1): qHTS in cells in presence of CPT; AID 686979, 2013; 420,000 compounds, 12% hits; Potency, µM (doses to about 46.2 µM), for inactives: top-dose activity change, negative = growth inhibition, actives largely listed as inhibitors; chicken DT40 Tdp1-/-;hTDP1 cells + 20 nM CPT, ATP luminescence, 48 h; also: nearly all actives have a fitted effect of over 55% in size
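Chicken DT40 Tdp1-/- cells complemented with human TDP1, 400 cells/well, exposed to compounds plus 20 nM camptothecin for at least 48 h at 37 C; viability read as ATP content by CellTiter-Glo luminescence.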
DT40 TDP1 no CPT: qHTS for Inhibitors of human tyrosyl-DNA phosphodiesterase 1 (TDP1): qHTS in cells in absence of CPT; DT40 Tdp1-/- hTDP1 cells, no CPT, ATP luminescence, 48 h; Potency, µM (doses to about 46.2 µM), inactives show at the top dose activity change, negative = growth inhibition, actives largely listed as inhibitors; 420,000 compounds, 15% hits; AID 686978, 2013; also: nearly all actives have a fitted effect of over 55% in size
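Camptothecin absent (DMSO only). Human TDP1-complemented DT40 knockout cells, 400 cells/well, 37 °C for minimum 48 hr; ATP measured via CellTiter-Glo, 30 min dark incubation, luminescence.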
GCN5L2 inh: qHTS Assay for Inhibitors of GCN5L2 | Histone acetyltransferase KAT2A (Homo sapiens), Q92830 | GCN5L2 HAT assay, ThioGlo1 CoA-SH fluorescence | Potency, µM (series often up to 58.9 µM), inactives show top-dose activity change, negative = inhibition, most hits filed as inhibitors | 390,000 compounds, 0.21% hits | AID 504327, 2011
Target sequence (Q92830 whole entry, looked up): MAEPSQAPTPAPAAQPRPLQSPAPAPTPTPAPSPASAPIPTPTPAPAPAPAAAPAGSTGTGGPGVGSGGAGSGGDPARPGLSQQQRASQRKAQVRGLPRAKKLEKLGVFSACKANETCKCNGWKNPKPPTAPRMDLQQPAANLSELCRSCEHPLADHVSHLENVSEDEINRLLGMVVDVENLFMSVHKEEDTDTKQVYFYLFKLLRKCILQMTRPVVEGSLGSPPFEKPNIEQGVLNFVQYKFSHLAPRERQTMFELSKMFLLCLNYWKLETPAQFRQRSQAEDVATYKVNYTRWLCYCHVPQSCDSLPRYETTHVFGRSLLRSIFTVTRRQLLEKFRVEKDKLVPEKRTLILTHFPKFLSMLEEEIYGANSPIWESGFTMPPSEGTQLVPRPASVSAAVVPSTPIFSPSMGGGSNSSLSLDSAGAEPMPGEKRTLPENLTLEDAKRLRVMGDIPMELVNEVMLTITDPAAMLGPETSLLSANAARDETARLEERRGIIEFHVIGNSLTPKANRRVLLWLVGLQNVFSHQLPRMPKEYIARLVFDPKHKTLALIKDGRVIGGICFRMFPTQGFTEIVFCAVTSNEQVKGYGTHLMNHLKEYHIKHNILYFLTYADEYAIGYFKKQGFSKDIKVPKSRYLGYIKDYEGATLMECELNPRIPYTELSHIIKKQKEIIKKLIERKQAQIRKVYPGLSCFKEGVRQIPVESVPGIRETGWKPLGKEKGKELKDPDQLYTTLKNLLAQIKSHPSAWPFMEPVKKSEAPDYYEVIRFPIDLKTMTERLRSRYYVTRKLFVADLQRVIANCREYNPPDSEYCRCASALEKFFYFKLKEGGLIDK
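Compounds, pin-transferred from DMSO stocks, meet 20nM GCN5L2 for 15 min before the reaction begins with H3(1-25) peptide (75uM) and acetyl-CoA (70uM). Thiol-reactive ThioGlo1 reports CoA release over 20 min at room temperature.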
* hit, by the source's call; ? = inconclusive; / = not tested or not shown; [ ] = remark or other dose. Calls follow the shape of the dose curve; as a rule, active = well fitted curve in the direction sought with a large enough effect; inconclusive = small, poorly fitted or top-dose-only effect, or another doubt; inactive = no such curve, though single readings can be large; an effect the other way counts as inactive or inconclusive. % is scaled to controls: 0 for no effect and ±100 for the full control effect; potency is read from the fitted curve at half-maximal effect.

structure | DT40 TDP1 CPT | DT40 TDP1 no CPT | GCN5L2 inh
COC(C(=O)Nc1ccc(S(=O)(=O)Nc2ccc(C)c(C)c2)cc1)c1ccccc1 (centres undefined) | ? | 15µM* | -11%
NC(=O)C1(N2CCCCC2)CCN(Cc2ccc(Br)cc2)CC1 | ? | 16µM* | -2%
CC1CCN(C(=O)CN(c2cccc(F)c2)S(C)(=O)=O)CC1 | 1% | -19% | ?
C[C@H](CO)N1C[C@H](C)[C@@H](CN(C)Cc2ccncc2)Oc2c(NC(=O)CCCCCC(=O)Nc3ccccc3N)cccc2C1=O | ? | 23µM* | -3%
COCCNC(=O)Cn1cc(/C=N/NC(=O)c2ccc(Oc3ccc(O)cc3)cc2)c2ccccc21 | 10% | -6% | 15%
COc1ccc(C2C=C(c3ccccc3)Nc3nc(NC(=O)/C=C/c4ccccc4OC)nn32)cc1 (centres undefined) | 5.8µM* | 2.6µM* | -7%
CCCc1ncc(C(=O)c2ccc(OC)cc2)n1C | -27% | -7% | 1%
COc1ccc(C(=O)NCC(=O)n2nc(C)cc2C)cc1OC | 3% | -2% | -5%
Cc1ccc(Cn2c(C(C)Nc3nc(-c4ccc(Cl)c([N+](=O)[O-])c4)cs3)nc3cc(C(F)(F)F)ccc32)cc1 (centres undefined) | ? | ? | /
Cc1nc(C#N)c(N/N=C/c2c(F)cccc2Cl)o1 | -7% | ? | -2%
CSc1ncnc2c1ncn2CCCNCc1cccc2ccccc12 | -17% | ? | /
O=C(Nc1ncc2c(n1)-c1ccccc1OC2)c1ccc(Cl)cc1Cl | -7% | -1% | 2%
CC(C)n1c(SCC(=O)Nc2ccc3c(c2)OCO3)nc2c1c(=O)n(C)c(=O)n2C | ? | ? | -2%
CCOC(=O)CSc1nnc(-c2ccc(OC)cc2OC)o1 | -7% | 1% | -2%
O=C(CSc1cn(CC(=O)N2CCOCC2)c2ccccc12)Nc1ccccc1 | -8% | -20% | 2%
COc1ccc(CN2CC(COCc3ccccc3)Oc3ccccc3S2(=O)=O)cc1 (centres undefined) | ? | ? | -5%
COCCn1c(SCCCc2ccccc2)nc2c1c(=O)[nH]c(=O)n2C | ? | ? | -6%
CCOC(=O)C(C)Oc1ccc2c(C)cc(=O)oc2c1C(C)=O (centres undefined) | -4% | -3% | -2%
CCCCCC(=O)N1C[C@@H](n2cc(COC(=O)c3ccccc3)nn2)[C@H](O)C[C@@H]1c1ccc(C)cc1 | -21% | -17% | /
CCc1nnc(NC(=O)c2ccc(S(=O)(=O)NC3CCCCC3)cc2)s1 | -19% | -23% | 1%
O=c1c2sc3ccccc3c2n(Cc2cccc(F)c2)c(=O)n1CCc1ccccc1 | ? | ? | -2%
O=C(CSCc1cc(=O)[nH][nH]1)Nc1ccc(F)cc1 | -6% | 12% | -3%
COC(=O)n1c(=O)oc2cc(S(=O)(=O)N3CCOCC3)ccc21 | -12% | -10% | 3%
Cc1cc(=O)n(Cc2ccc(Br)cc2F)c2c1c(C)nn2-c1ccccc1 | -5% | -1% | -1%
O=C(CCc1c[nH]c2ccccc12)OCC(=O)c1ccccc1 | ? | ? | /
N=c1c(C(=O)NC2CCCCC2)cc2c(=O)n3ccccc3nc2n1Cc1cccnc1 | 1% | -4% | -2%
CCOC(=O)[C@@H]1[C@H]2COc3cc(OC)ccc3[C@@H]2N2C(=O)N(c3ccc(OC)cc3)C(=O)[C@]12C | -5% | -24% | -2%
O=C(NCc1ccncc1)C(=O)NCC1OCCN1S(=O)(=O)c1ccc(Br)cc1 (centres undefined) | -14% | -30% | ?
NC(=O)C1CCN(C(=O)C23CC4CC(CC(C4)C2)C3)CC1 | -15% | -10% | -6%
Cc1cc(C(=O)N/N=C/c2ccc(C)o2)c2ccccc2n1 | 1.5µM* | 1.3µM* | -4%
COc1cccc(CN2CCNC(=O)C2CC(=O)NC2CCCCCCC2)c1 (centres undefined) | -22% | -23% | -4%
OCC[C@H]1C[C@H](O)[C@@H](O)[C@]2(CCc3ccccc3O2)O1 | -14% | -3% | -14%
CC(=O)/C(=C\N(C)C)Sc1ccc(C)cc1 | 8% | -4% | -12%
O=C(NCc1ccccc1)c1cc[n+]([O-])cc1 | 4% | 27% | 0%
COCCNc1ncnc2c1cnn2Cc1ccc(Cl)cc1 | ? | ? | -1%
COCCCn1c(=O)c2ccccc2n(CC(=O)NC2CCCCC2)c1=O | 14% | 0% | 2%
COc1ccc(NC(=O)C(c2ccc(C(F)(F)F)cc2)n2c(=O)c(-c3ccco3)nc3ccccc32)cc1 (centres undefined) | ? | ? | /
O=C(COc1ccc(Cl)cc1[N+](=O)[O-])NC1CCCCC1 | ? | ? | -1%
COc1ccc(C2Nc3ccccc3C(=O)N2NS(C)(=O)=O)c(OC)c1 (centres undefined) | -20% | ? | -8%
COc1ccc(-c2noc(-c3csc([C@@H]4C[C@H](O)[C@@H](CO)O4)n3)n2)cc1OC | ? | ? | /
Cc1cc2c(cc1S(=O)(=O)Nc1cccc(C(F)(F)F)c1)OCCN2C | -24% | ? | -21%
COC(=O)C1CCN(C(=O)/C(C)=C\c2ccccc2)CC1 | 12% | -5% | -12%
CCN(Cc1ccccc1)C(=O)Cn1c(=O)n(-c2cccc(C)c2)c(=O)c2c1c1cc(C)ccc1n2C | ? | ? | -2%
OCc1ccnc(Cl)c1 | 3% | -5% | -1%
Clc1ccc(OCCn2c(-c3ccco3)nc3ccccc32)cc1 | ? | ? | -4%

One compound at a time, as listed above. Values in the order: DT40 TDP1 CPT | DT40 TDP1 no CPT | GCN5L2 inh
`COc1cccc(CN2CCNC(=O)C2CC(=O)NC2CCCCCCC2)c1` (centres undefined) in the list: -22% | -23% | -4%
`COc1ccc(-c2noc(-c3csc([C@@H]4C[C@H](O)[C@@H](CO)O4)n3)n2)cc1OC` in the list: ? | ? | /

(more compounds)
structure | DT40 TDP1 CPT | DT40 TDP1 no CPT | GCN5L2 inh
O=C(CCSc1ccccc1)NC1CCCCCC1 | 0% | 9% | -8%
Cc1nc(-c2ccc(C)c(S(=O)(=O)N3CCC(C(=O)NCc4ccc(Cl)cc4)CC3)c2)no1 | ? | ? | -3%
COc1cc(NC(=O)NC(C)c2c(-n3cccc3)sc3c2CCN(C)C3)cc(OC)c1 (centres undefined) | 23µM* | 23µM* | 0%
Cc1cccc(N2CCN(C(=O)Nc3ccc(F)cc3)CC2C)c1 (centres undefined) | ? | ? | -4%
CN(CC(=O)NCCCN1CCOCC1)S(=O)(=O)c1cc(Cl)ccc1Cl | 7% | -3% | -2%
COC(=O)[C@]1(Cc2ccccc2)N[C@H](CN(C)C(C)=O)[C@@H]2C(=O)N(C)C(=O)[C@@H]21 | 1% | 3% | -7%
Nc1cc2c(cc1[N+](=O)[O-])OCCOCCOCCO2 | 5% | -3% | -4%
CC(C)(C)CC(=O)NC(=S)N1CCCCCC1 | 5% | -6% | 16%
COc1ccc(NC(=O)CSc2nnc(C)n2Cc2ccccc2)cc1 | -2% | -5% | ?
O=C(c1cc2nc(-c3ccco3)cc(C(F)(F)F)n2n1)N1CCCCCC1 | ? | ? | -9%
CCc1ccc(-c2nn(CC(=O)NC3CCCC3)c3c2cnc2ccc(F)cc23)cc1 | -22% | -15% | -6%
Cc1cc(C(F)(F)F)nn1CC(=O)NNC(=S)Nc1cccc(Cl)c1 | 2% | 5% | -1%
COc1ccc(OC)c(NC(=O)CCNC(=O)Cn2ccc3ccccc3c2=O)c1 | -3% | -5% | -4%
O=C1Nc2ccccc2S/C1=C/Nc1cccc(Cl)c1 | ? | ? | -19%
O=C1C2=C(Nc3ccccc3SC2c2ccco2)c2ccccc21 (centres undefined) | -11% | ? | -15%
COc1ccc(C(=O)CN2C(=O)NC3(CCCCC3)C2=O)cc1OC | -2% | 3% | -3%
Nc1ccccc1C(=O)NNc1c2ccccc2nc2ccccc12 | ? | 13µM* | -2%
Cn1c(C(=O)c2ccncc2)cc2ccccc21 | -10% | -25% | -8%
COCCNC(=O)CN1C(=O)NC2(CCCc3ccccc32)C1=O (centres undefined) | 1% | -3% | 1%
O=C(Nc1nccs1)c1cccc(N2C(=O)c3cccc4c([N+](=O)[O-])ccc(c34)C2=O)c1 | 5.2µM* | 3.7µM* | -6%[0.501 µM]
CC12CCC(=O)N1C(C(=O)N1CCN(c3ccc(C(F)(F)F)cc3[N+](=O)[O-])CC1)CS2 (centres undefined) | 21µM* | 26µM* | 0%
CC(C)CC(=O)NC(=S)Nc1ccccc1N1CCCC1 | ? | ? | -10%
C[C@]12C(=O)N(c3ccc(Cl)cc3)C(=O)N1[C@H]1c3ccccc3OC[C@@H]1[C@H]2c1ccccc1 | ? | ? | -5%
C=CCNC(=O)c1c(-c2c(F)cccc2Cl)noc1C | -2% | -17% | 2%
O=C(c1cc2ccccc2o1)N1CCN(c2ncccn2)CC1 | ? | ? | -1%
COc1ccc(OCC(O)Cn2c(N)nc3c2c(=O)[nH]c(=O)n3C)cc1 (centres undefined) | 1% | -27% | 26%
COc1cc(C[C@@H](C)[C@@H](C)Cc2ccc(O)c(OC)c2)ccc1O | ? | ? | -11%
O=C(C1CCN(c2nnc(-n3cccc3)s2)CC1)N1CCOCC1 | -8% | -8% | 0%
Cc1ccc(CC(=O)N2CCN(S(=O)(=O)c3ccccc3)CC2)cc1C | -24% | ? | -5%
CN(C)CCn1c2c(c(SCC(=O)Nc3ccc4c(c3)OCCO4)nc1=O)CCCC2 | 9% | 8% | -1%

In another format: entries from further up.
COCCNC(=O)CN1C(=O)NC2(CCCc3ccccc32)C1=O (centres undefined)
  DT40 TDP1 CPT = 1%
  DT40 TDP1 no CPT = -3%
  GCN5L2 inh = 1%

O=C(Nc1nccs1)c1cccc(N2C(=O)c3cccc4c([N+](=O)[O-])ccc(c34)C2=O)c1
  DT40 TDP1 CPT = 5.2µM*
  DT40 TDP1 no CPT = 3.7µM*
  GCN5L2 inh = -6%[0.501 µM]

CC12CCC(=O)N1C(C(=O)N1CCN(c3ccc(C(F)(F)F)cc3[N+](=O)[O-])CC1)CS2 (centres undefined)
  DT40 TDP1 CPT = 21µM*
  DT40 TDP1 no CPT = 26µM*
  GCN5L2 inh = 0%

CC(C)CC(=O)NC(=S)Nc1ccccc1N1CCCC1
  DT40 TDP1 CPT = ?
  DT40 TDP1 no CPT = ?
  GCN5L2 inh = -10%

Following part.
structure | DT40 TDP1 CPT | DT40 TDP1 no CPT | GCN5L2 inh
CCOC(=O)CN(C(=O)c1snc(C(N)=O)c1N)C(C(=O)NCCC(C)C)c1ccc(F)cc1 (centres undefined) | 6% | -2% | ?
Cc1cccc(-n2c(-c3ccco3)nc3c(cnn3-c3ccccc3C)c2=O)c1 | 21µM* | ? | -9%
CC(C)(C)NC(=O)C(=O)NNC(=O)COc1ccc(Br)cc1 | -11% | ? | -3%
CC(NC(=O)c1cc2cc(Cl)ccc2oc1=N)c1ccccc1 (centres undefined) | ? | ? | -1%
CCn1c(C)c(C)c2cc(C(=O)NCCc3ccco3)ccc21 | -13% | -2% | -5%
Cc1cc(C)c(OCC(=O)OC(C)C(=O)NCc2ccccc2)c(C)c1 (centres undefined) | -4% | 4% | 0%
O=C(O)COc1ccc2c3c(c(=O)oc2c1)CCC3 | -15% | -7% | -10%
COc1ccc2cc(CN(CCO)C(=O)c3ccc(Br)cc3)c(=O)[nH]c2c1 | ? | ? | -1%
CCCCCCC1CCC(C(=O)Nn2c(C)nc3ccccc3c2=O)CC1 (centres undefined) | ? | 18µM* | -6%
O=C(O)c1ccc2c(=O)n3c(nc2c1)/C(=C/c1ccc(C(F)(F)F)cc1)CC3 | -20% | 2% | -5%
Cc1[nH]n(-c2ccc(Cl)c(Cl)c2)c(=O)c1CCO | ? | ? | -2%
Cc1ccnc2c(Cl)cccc12 | ? | 1% | /
CC1=CC(=O)C2C(C)(C)CCC[C@@]2(C)[C@@]1(O)CCc1ccoc1 (some centres undefined) | ? | ? | -9%
CCOC(=O)N/N=C(\C)c1ccc(C)c([N+](=O)[O-])c1 | -23% | ? | 0%
COC(=O)c1ccc(NC(=O)COc2ccccc2C(=O)Nc2ccccc2)cc1 | ? | ? | /
COc1ccc(CNC(=O)C(=O)NCC(c2ccco2)N2CCOCC2)cc1 (centres undefined) | -4% | 2% | -4%
CCc1cc(=O)oc2cc(C)cc(OCC(=O)NCc3ccncc3)c12 | 4% | 9% | -9%
CCCC(C(=O)NCc1cccc(Cl)c1)N1Cc2ccccc2C1=O (centres undefined) | ? | 12µM* | -9%
CCN(CC)C(=O)COc1ccc2oc(C)c(C(=O)OC)c2c1 | 3% | ? | -6%
Cc1cccc(C)c1Nc1c(-c2ccccn2)nc2ccc(Cl)cn12 | 6% | ? | -3%
CCOc1ccccc1OCCOCCN1CCN(Cc2ccccc2)CC1 | ? | ? | -4%

Screening data from PubChem.

An excerpt; count on the stated rates, not on these rows.
